H1N1 NS1A inhibition: NS1A inhibition, H1N1 influenza, cell based functional assay (AID 504329); NS1A functional cell-based assay, percent inhibition; higher % means a stronger effect; inhibition, % at 12.5 µM; hits with a dose series show IC50 in µM; actives 0.3% (n = 340,000); in the data active = a potency from the dose series; inconclusive = inhibition above about 27% without an active follow-up result; also: strong numbers were not always called active
M. tuberculosis HTS: M. tuberculosis growth inhibition, HTS (AID 449762); M. tuberculosis H37Rv growth inhibition, 7H9 media; higher % means a stronger effect; inhibition, % at 25 µM; hits with a dose series show IC50 in µM; actives 0.59% (n = 330,000); in the data active = a potency from the dose series; inconclusive = inhibition above about 70% without an active follow-up result;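 also: bacterial growth assessed after seven days of incubation; strong numbers were not always called active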
M. tuberculosis: growth inhibition of non-replicating M. tuberculosis (AID 488890) | actives 0.39% (n = 320,000) | inhibition, % at 25 µM, or IC50 in µM where a hit was titrated | Mycobacterium tuberculosis non-replicating, growth inhibition; higher % means a stronger effect; in the data active = a potency from the dose series; inconclusive = inhibition mostly from about 82% at the one dose, without a potency; inactive = the rest, 99 in 100 with inhibition below about 76%;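 also: plate controls were DMSO cells for no effect and high antibiotic wells for full effect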
inhibitors of VEEV: inhibitors of VEEV TC-83 cytopathic effect, confirmation, Vero cells (AID 588727) | Vero cells, VEEV TC-83 cytopathic effect inhibition; higher % means a stronger effect | inhibition, % at 20 µM, or IC50 in µM where a hit was titrated | actives 0.13% (n = 350,000); in the data active = a potency from the dose series; inconclusive = inhibition mostly from about 14% at the one dose, without a potency; inactive = the rest, 99 in 100 with inhibition below about 12%; also: strong numbers were not always called active
PhoP GFP inhibition: Inhibition of PhoP regulon, Salmonella typhi GFP reporter cells, confirmation, 4 h (AID 1850); actives 0.33% (n = 310,000); inhibition, % at 50 µM; hits with a dose series show IC50 in µM; Salmonella Typhi PhoP-promoter GFP reporter, fluorescence, 4 h; higher % means a stronger effect; in the data active = a potency from the dose series; inconclusive = inhibition mostly from about 25% at the one dose, without a potency; inactive = the rest, 99 in 100 with inhibition below about 19%;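 also: 0% = induced wells with vehicle and 100% = uninduced wells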
inhibitors of VEEV 10K pilot screen: also measured in inhibitors of VEEV; calls as there; inhibition, %; measured here: 10K pilot screen inhibition
* marks the source's active call; other numbers are inactive results; i = inactive; ? = inconclusive; · = not tested or not shown.

SMILES	H1N1 NS1A inhibition	M. tuberculosis HTS	M. tuberculosis	inhibitors of VEEV	PhoP GFP inhibition	others
CCOc1ccc(-c2c(=O)n(OCc3nc4ccccc4[nH]3)c3ccccc3[n+]2[O-])cc1	-2%	-7%	43%	7.7%	-1%
Cc1nc2ccccc2nc(C)c1=NOCc1cccc(Cl)c1	3%	-10%	·	4.9%	-12%
CCOC(=O)c1sc2nc(N3CCOCC3)c3c(c2c1N)CC(C)(C)N(C)C3	3%	1%	-5%	1.1%	-14%
O=C(NC1CC1)c1sc2cc(F)ccc2c1Cl	1%	-4%	14%	2.1%	·
O=C(CC12CC3CC(CC(C3)C1)C2)NCC(=O)N1CCCC1	0%	-7%	-9%	1.4%	-2%
CCOC(=O)c1c(C)c(C(=O)N2CCN(c3cccc(Cl)c3)CC2)c(C)n1C	15%	·	·	1.4%	0%	inhibitors of VEEV 10K pilot screen=1.3
Cn1cc(C=O)c2cc(S(=O)(=O)N3CCOCC3)ccc21	-10%	-4%	-13%	i	9%
Cc1ccc(S(=O)(=O)N(C)C[C@@H]2Oc3ccc(NS(C)(=O)=O)cc3CC(=O)N([C@H](C)CO)C[C@@H]2C)cc1	5%	-7%	9%	0.6%	·
O=C(COc1ccccc1)NN1C(=O)CSC1=S	-4%	-4%	-1%	0.5%	0%
CCn1cc(CNC(=O)C2CCC(=O)N(CCc3cccc(F)c3)C2)cn1 (centres undefined)	-2%	·	·	1.2%	·
Cc1ccc(C(=O)Nc2cccc(C(=O)NCc3ccccc3)c2)o1	1%	-6%	2%	2.4%	-7%
Cc1ccc(-c2cc(C(=O)N/N=C/c3ccc([N+](=O)[O-])o3)c3ccccc3n2)o1	4%	22%	8%	i	-6%
CC(=O)c1c(N2CCN(Cc3ccccc3)CC2)nc(=S)n(Cc2ccccc2)c1C	18%	-2%	50%	0.3%	-3%
O=C(COC(=O)c1ccccc1C(=O)c1ccc(Cl)cc1)NCc1ccccc1	8%	10%	43%	0.3%	-5%
Cc1cc(=O)oc2cc3c(cc12)OCCO3	-4%	0%	-16%	4.5%	2%
CSc1ccc(/C=N/NC(=O)C[n+]2ccccc2)cc1	3%	3%	-18%	1.1%	6%
COc1ccccc1-c1cc(C(=O)Nc2cc(C)nn2-c2ccccc2)no1	0%	-6%	-6%	i	-13%
COCCn1c(C)cc(C(=O)COC(=O)c2ccc(N3CCCC3=O)cc2)c1C	8%	-10%	5%	0.7%	-9%
CNC[C@H]1Oc2c(NS(=O)(=O)c3ccccc3)cccc2C(=O)N([C@H](C)CO)C[C@@H]1C	3%	-1%	-8%	2.1%	·
COc1ccccc1CN(C)C(=O)c1cc(-c2cc(OC)c(OC)c(OC)c2)nc2ccccc12	3%	8%	33%	9.4%	2%
CC1Cc2ccccc2N1C(=O)Cn1cnc2ccccc2c1=O (centres undefined)	1%	-5%	2%	4.3%	-5%
Cc1nn2c(C)c(C(=O)Nc3ccccc3)cnc2c1-c1ccccc1	-5%	3%	34%	11%	6%
CCn1c(SCC(=O)N2c3ccccc3CCc3ccccc32)nnc1-c1ccc(OC)cc1	-2%	0%	37%	1.0%	2%
Cc1ccc(-c2nnc(SCC(=O)Nc3cccc(C(=O)N4CCOCC4)c3)n2C)cc1	-3%	-1%	-14%	i	-12%
O=C(NC1=NC2CCCCC2N1)c1ccccc1 (centres undefined)	3%	0%	-4%	0.7%	11%
Cc1ccc(C(=O)N/C(=C/c2ccco2)C(=O)N2CCCCCC2)cc1	-1%	4%	-5%	1.9%	0%
COc1ccc(NC(=O)Cn2c(=O)n(-c3ccc(OC)cc3OC)c(=O)c3c(C)c(C)sc32)cc1	2%	-1%	15%	1.4%	-3%
CC(C)=CC(=O)OCc1csc(CC(=O)Nc2ccccc2C)n1	-8%	-7%	46%	2.0%	-5%
O=C(OCc1ccc2c(c1)OCO2)c1ccc(S(=O)(=O)N2CCCCC2)cc1	-9%	-2%	2%	0.6%	4%
Cc1cc(C(F)(F)F)n(-c2nc(C(=O)NNS(=O)(=O)c3ccccc3[N+](=O)[O-])cs2)n1	-2%	0%	23%	5.4%	-5%
O=C(COC(=O)CCCSc1nc2ccccc2[nH]1)Nc1ccc(Cl)cc1	0%	9%	48%	1.2%	-4%
Cc1cccc(C)c1OCC(O)Cn1c2ccccc2c2ccccc21 (centres undefined)	2%	10%	10%	0.9%	6%
COc1ccc(/C=N/NC(=O)c2ccncc2)cc1CSc1nc2ccccc2s1	4%	?	58%	1.2%	0%	inhibitors of VEEV 10K pilot screen=3.5
CC(C)CCN1CCN(Cc2ccsc2)CC1CCO (centres undefined)	-12%	1%	19%	i	4%
CCOc1cc(C(=O)NC(C)CC)cc(OCC)c1OCC (centres undefined)	-6%	5%	0%	1.9%	9%
COc1ccccc1S(=O)(=O)Cc1ccc(C(=O)NCc2ccccc2)o1	-15%	-8%	-2%	2.8%	-7%
CC(C)CC(c1nnnn1CC1CCCO1)N1CCN(c2cccc(Cl)c2)CC1 (centres undefined)	8%	-1%	4%	1.2%	-1%
CCC1Nc2ncnc(N3CCOCC3)c2N(Cc2ccc(OC)cc2)C1=O (centres undefined)	-5%	-3%	23%	i	·
Cc1ccc2nsnc2c1NC(=O)c1sc2ccccc2c1Cl	1%	-5%	-15%	0.8%	-4%
O=C(c1cccn(Cc2ccc(Cl)c(Cl)c2)c1=O)N1CCOCC1	-18%	-2%	5%	i	6%
COc1ccc(NC(=O)CSCC(=O)N(C)CC(=O)Nc2c(C)cccc2C)cc1	-12%	-3%	-24%	0.9%	·
COc1cccc(-c2nnc(NC(=O)c3ccco3)s2)c1	1%	5%	-12%	5.0%	5%
Cc1cc(C)cc(N2CC(O)=C(c3nc4ccccc4c(=O)[nH]3)C2=N)c1	-23%	1%	-3%	3.1%	8%
O=C(CNC(=O)c1ccc(Cl)c([N+](=O)[O-])c1)OCN1C(=O)c2ccccc2C1=O	-9%	-2%	-10%	2.5%	2%
CCOC(=O)C1(CCOc2ccccc2)CCN(Cc2cccc3c2OCO3)CC1	-2%	11%	14%	i	-5%
COc1ccc(CN(C)C(=O)CCl)cc1	-14%	·	·	?	·
CCOC(=O)CCCCCC(=O)Nc1ccc2c(c1)CC(=O)N([C@@H](C)CO)C[C@@H](C)[C@@H](CN(C)C(=O)Nc1ccc(C(F)(F)F)cc1)O2	7%	2%	39%	0.3%	·
Cn1cccc1/C=C1\SC(=S)N(NC(=O)c2ccccc2)C1=O	11%	-7%	12%	1.9%	-16%
CCNC(=O)COC(=O)c1cccc(Br)c1	-17%	2%	28%	i	10%
N#CC(C#N)=C1C(=O)N(CCN2CCOCC2)c2ccccc21	-2%	-2%	-3%	0.7%	2%
CCN(CC)S(=O)(=O)c1ccc(S(=O)(=O)NCC2CCCO2)cc1 (centres undefined)	-1%	3%	7%	i	-7%
COC(C/C=C/C(=O)[C@H](C)OCc1ccccc1)OC	-4%	?	?	5.2%	9%
CCc1onc(C)c1C(=O)Nc1ccc(N2CCOCC2)cc1	0%	-5%	-15%	1.1%	·
COc1ccccc1NC(=O)c1ccc2c(c1)OCO2	18%	5%	22%	i	-6%
NNC(=O)c1cc2cc3ccccc3nc2s1	2%	4%	22%	1.7%	1%
CCOC(=O)c1c(C)[nH]c(C)c1C(=O)CSc1nc2ccccc2c(=O)n1-c1ccc(F)cc1	1%	34%	27%	12%	-7%
COc1ccc(CCNC(=O)CSc2nnc(-c3cccc(C)c3)o2)cc1OC	0%	-18%	-2%	3.3%	-5%
Nc1ccc2oc(-c3ccccn3)nc2c1	7%	-4%	-7%	0.7%	7%
Cc1ccc(NC(=O)CNc2cc(S(=O)(=O)N3CCOCC3)ccc2N2CCOCC2)cc1S(=O)(=O)N(C)C	-15%	6%	8%	3.5%	·
O=C(CSc1nnc(-c2ccc(O)cc2)o1)NNC(=O)c1ccncc1	5%	1%	31%	i	-5%

The list continues.
SMILES	H1N1 NS1A inhibition	M. tuberculosis HTS	M. tuberculosis	inhibitors of VEEV	PhoP GFP inhibition	others
NS(=O)(=O)c1ccc(CCNC(=O)COC(=O)CCSc2ccc(Cl)cc2)cc1	5%	-7%	13%	0.6%	-11%
Fc1ccccc1OCC1CCCN(Cc2nc(CC3CC3)no2)C1 (centres undefined)	10%	10%	26%	0.1%	7%
Cc1ccc(C)c(N2CCN(CC(=O)Nc3ccc([N+](=O)[O-])cc3C(=O)Nc3ccccc3F)CC2)c1	-4%	-2%	2%	1.6%	-5%
Cc1cccc(CN2CCNC2=O)c1	3%	2%	-7%	1.9%	-1%
COc1ccc(N2CCN(C(c3ccccc3)c3nnnn3Cc3ccc(F)cc3)CC2)cc1 (centres undefined)	1%	14%	2%	3.6%	-5%
COc1ccc(S(=O)(=O)N2CCCCCC2)cc1NC(=O)CCc1cc(OC)c(OC)c(OC)c1	-10%	·	·	9.6%	·
COc1ccc(C(CNC(=O)c2cccc(NC(=O)c3cccs3)c2)N2CCCC2)cc1 (centres undefined)	3%	9%	·	1.2%	·
COc1ccc(CC(=O)OCC(=O)NCc2ccc(Cl)cc2)cc1	0%	6%	?	i	1%
Cc1c(C(=O)NC(=S)Nc2ccc(N3CCOCC3)cc2)cccc1[N+](=O)[O-]	-5%	-3%	-4%	1.0%	11%
CCOC(=O)c1c(CN2CCCCC2)n(C)c2cc(Br)c(O)cc12	1%	13%	11%	0.4%	-7%
Cc1c(Cl)cccc1NS(=O)(=O)c1c(C(=O)N2CCOCC2)c(C)n(C)c1C	-8%	6%	-6%	i	-27%
COc1ccc(CN(Cc2cc3ccc(C)cc3[nH]c2=O)Cc2nnnn2C2CCCC2)cc1	5%	30%	25%	7.9%	-7%
COC(C/C=C/[C@H](O)[C@H](C)OCc1ccccc1)OC	-3%	5%	-10%	i	0%
CC(C)[C@H](NC(=O)N1CC(=O)Nc2ccccc21)C(=O)N1CCC[C@@H]1C(=O)O	4%	-6%	-10%	0.3%	0%
CC(C)(C)OC(=O)C(Cc1ccc(OC(C)(C)C)cc1)NC(=O)CNC(=O)OCc1ccccc1 (centres undefined)	-3%	5%	36%	0.8%	0%
CCOc1ccc(OCCCCNCCN)cc1	·	-9%	·	·	-13%
CCOC(=O)c1cc(CC)sc1NC(=O)Cc1ccsc1	7%	3%	24%	5.9%	-6%
COc1cc(/C=C(\NC(=O)c2ccccc2)C(=O)Nc2nccs2)ccc1OC(C)=O	-4%	4%	-11%	0.6%	-14%
O=C(COC(=O)CNC(=O)c1ccco1)NCc1ccc(F)cc1	-8%	-2%	-6%	1.4%	2%
COC(=O)C1CCN(C(=O)COC(=O)CCc2nc3ccccc3c(=O)[nH]2)CC1	18%	-6%	-24%	i	-6%
COc1cccc(N(CC(=O)N2CCOCC2)S(C)(=O)=O)c1	-4%	5%	-4%	0.5%	6%
CC(C)(C)C(=O)N/C(N)=N/c1nc2ccccc2o1	5%	14%	18%	2.4%	-1%
COc1ccc(NC(=O)Cc2ccsc2)cc1S(=O)(=O)N1CCOCC1	-22%	-7%	6%	0.7%	·
CCNc1nc(SC)nc(N(C#N)CC(=O)OC)n1	4%	7%	14%	0.8%	-9%
CC(NC(=O)c1ccccc1F)c1cccc2ccccc12 (centres undefined)	-6%	4%	80%	1.0%	-7%
COc1ccc(S(=O)(=O)N2CCN(C(=O)c3ccccn3)CC2)cc1	-3%	·	·	0.4%	·
CS(=O)(=O)c1ccc2nc(NC(=O)C3C4C=CC(C4)C3C(=O)O)sc2c1 (centres undefined)	6%	-4%	-9%	0.2%	4%

5 entries from above, arranged by molecular weight, highest first.
SMILES	H1N1 NS1A inhibition	M. tuberculosis HTS	M. tuberculosis	inhibitors of VEEV	PhoP GFP inhibition	others
COC(=O)C1CCN(C(=O)COC(=O)CCc2nc3ccccc3c(=O)[nH]2)CC1	18%	-6%	-24%	i	-6%
COc1cccc(N(CC(=O)N2CCOCC2)S(C)(=O)=O)c1	-4%	5%	-4%	0.5%	6%
CCOC(=O)c1cc(CC)sc1NC(=O)Cc1ccsc1	7%	3%	24%	5.9%	-6%
CC(NC(=O)c1ccccc1F)c1cccc2ccccc12 (centres undefined)	-6%	4%	80%	1.0%	-7%
CCNc1nc(SC)nc(N(C#N)CC(=O)OC)n1	4%	7%	14%	0.8%	-9%

As a working copy, two of the compounds above:
SMILES	H1N1 NS1A inhibition	M. tuberculosis HTS	M. tuberculosis	inhibitors of VEEV	PhoP GFP inhibition	others
CC(C)(C)C(=O)N/C(N)=N/c1nc2ccccc2o1	5%	14%	18%	2.4%	-1%
COc1ccc(NC(=O)Cc2ccsc2)cc1S(=O)(=O)N1CCOCC1	-22%	-7%	6%	0.7%	·
